Screening data from PubChem.
hIAP act: human IAP activation. P09923. purified human IAP, CDP-Star luminescence, 30 min; stronger effect = higher value; 1 = vehicle-only enzyme, 0 = enzyme-free background. activation factor at 10 µM. actives 0.16% (n = 330,000);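 active = activation factor of the enzyme at least 2-fold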; also: the source names both 10 and 20 µM as test concentration; values of inactives mirror those of a sister screen read the other way
Target sequence (P09923 whole entry, looked up): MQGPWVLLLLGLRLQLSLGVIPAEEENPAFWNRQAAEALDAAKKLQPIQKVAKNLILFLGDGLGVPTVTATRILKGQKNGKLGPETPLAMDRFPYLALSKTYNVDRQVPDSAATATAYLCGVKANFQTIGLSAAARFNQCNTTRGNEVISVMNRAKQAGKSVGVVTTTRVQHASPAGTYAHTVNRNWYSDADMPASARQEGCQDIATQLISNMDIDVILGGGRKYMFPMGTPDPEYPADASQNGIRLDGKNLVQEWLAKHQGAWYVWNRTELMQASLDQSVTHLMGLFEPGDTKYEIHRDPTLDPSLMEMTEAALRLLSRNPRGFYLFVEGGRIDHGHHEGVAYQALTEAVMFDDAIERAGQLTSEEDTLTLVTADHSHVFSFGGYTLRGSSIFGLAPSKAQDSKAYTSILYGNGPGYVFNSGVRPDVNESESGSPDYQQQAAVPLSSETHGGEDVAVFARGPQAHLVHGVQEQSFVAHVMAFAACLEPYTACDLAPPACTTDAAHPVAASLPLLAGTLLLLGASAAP
beta cell repl: induces beta-cell replication in MIN6 cells. proliferation, % at 10 µM. AID 2380. actives 0.29% (n = 330,000). MIN6 cells proliferation, ATPlite luminescence, 48 h; cells starved in 0.2% serum; 100% = growth in 10% serum;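 active = compounds whose signal lies at least 3.5 SD above the mean of all wells on their plate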;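 also: 0% = DMSO-treated cells in low-serum medium and 100% = 10% serum control; some compounds called inactive have numbers as strong as hits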
APOBEC3A inh: human APOBEC3A DNA deaminase inhibition; inhibition, % at 20 µM; recombinant A3A, FAM/TAMRA ssDNA deamination fluorescence; P31941; actives 0.41% (n = 330,000);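 active = at least 40% inhibition at 20 µM here, with at most 30% in a related deaminase screen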;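 also: plate controls were A3A with DMSO for no effect and wells lacking A3A enzyme for full effect; some results filed as inactive read as strong as hits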
Target sequence (P31941 whole entry, looked up): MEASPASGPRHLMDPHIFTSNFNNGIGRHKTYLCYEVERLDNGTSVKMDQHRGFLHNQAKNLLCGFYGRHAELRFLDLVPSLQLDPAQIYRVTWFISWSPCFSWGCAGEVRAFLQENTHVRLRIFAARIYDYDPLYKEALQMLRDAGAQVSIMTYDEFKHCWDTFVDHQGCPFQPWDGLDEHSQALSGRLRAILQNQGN
mIAP activ: mouse IAP activation. activation factor at 10 µM. muIAP, CDP-Star luminescence, 30 min; stronger effect = higher value; 1 = vehicle-only enzyme signal, 0 = enzyme-free wells. actives 0.24% (n = 330,000);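 active = activation factor of at least 2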; also: the source names both 10 and 20 µM as test concentration; values of inactives mirror those of a sister screen read the other way
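also added = chemiluminescent substrate CDP-Star | test system = mouse IAP enzyme | signal = chemiluminescence readout | compound = DMSO-dissolved test compounds | incubation = 30 min at room temperature | benchmarks = DMSO wells, no-enzyme wells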
hIAP block: human IAP inhibition; P09923; purified IAP, CDP-Star luminescence, 30 min; inhibition, % at 10 µM; actives 0.12% (n = 330,000);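 active = inhibition reaching a set limit with compound at 10 µM in the primary screen, cut at about 35% in these data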;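 also: plate controls were DMSO wells with enzyme for no effect and no-enzyme buffer wells for full effect; values of inactives mirror those of a sister screen read the other way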
ATG4B inhibitor: blocks human ATG4B protease cleavage of LC3 substrate; Q9Y4P1; ATG4B cleavage of LC3-PLA2, NBD-HPC fluorescence, 1 h; inhibition, % at 8.33 µM; actives 0.51% (n = 340,000); AID 504462; in the data active = inhibition above about 40%
A3G deaminase: blocks human APOBEC3G single-stranded DNA deamination; recombinant A3G, ssDNA deamination FAM/TAMRA fluorescence; inhibition, % at 20 µM; Q9HC16; actives 0.28% (n = 330,000);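 active = inhibition of at least 40% at 20 µM, with no more than 30% in the related APOBEC3A deaminase screen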;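 also: plate controls were DMSO wells with A3G for no effect and wells lacking A3G enzyme for full effect; some compounds called inactive have numbers as strong as hits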
Target sequence (Q9HC16 whole entry, looked up): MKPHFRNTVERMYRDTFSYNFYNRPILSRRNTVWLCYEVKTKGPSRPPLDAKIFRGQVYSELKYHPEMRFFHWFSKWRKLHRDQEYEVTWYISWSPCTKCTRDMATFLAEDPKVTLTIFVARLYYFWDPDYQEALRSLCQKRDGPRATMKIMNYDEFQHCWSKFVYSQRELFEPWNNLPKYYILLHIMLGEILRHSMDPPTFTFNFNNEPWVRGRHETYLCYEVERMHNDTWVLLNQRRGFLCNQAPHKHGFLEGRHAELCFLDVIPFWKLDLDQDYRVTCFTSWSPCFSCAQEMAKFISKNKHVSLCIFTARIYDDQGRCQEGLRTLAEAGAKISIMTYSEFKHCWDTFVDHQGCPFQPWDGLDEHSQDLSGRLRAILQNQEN
MPTP block: blocks calcium-induced mitochondrial swelling; isolated mouse mitochondria, Ca2+ swelling absorbance, 30 min; actives 1.4% (n = 360,000); inhibition, % at 10 µM;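 active = inhibition of 50% or more, scaled per plate between neutral and stimulator controls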;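 also: 0% = DMSO wells given calcium and 100% = 1 mM EGTA wells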
mIAP block: mouse IAP inhibition; purified mouse IAP, CDP-Star luminescence, 30 min; inhibition, % at 10 µM; actives 0.2% (n = 330,000); AID 2806;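 active = inhibition of at least 40% at 10 µM in the primary screen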;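 also: plate controls were DMSO with enzyme for no effect and no enzyme wells for full effect; values of inactives mirror those of a sister screen read the other way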
Numbers without * were called inactive.

SMILES	hIAP act	beta cell repl	APOBEC3A inh	mIAP activ	hIAP block	ATG4B inhibitor	A3G deaminase	MPTP block	mIAP block
COc1cc2nc(C)sc2cc1SC	1.13	-0.9	2.2	1.06	-13.2	-7.1	-3.3	0.4	-6.4
O=S(=O)(Nc1cccc(-c2nc3cccnc3s2)c1)c1ccc2c(c1)OCCO2	0.824	0.2	-7.7	1.04	17.6	-12.8	-9.9	2.3	-3.8
CCCNC(=O)COc1coc(CN2CCN(c3ccc(F)cc3)CC2)cc1=O	1.11	-2.1	-3.6	0.963	-10.8	-4.0	-1.3	2.2	3.7
COc1cc(C2Nc3ccccc3C(=O)N2c2ccc(Cl)cc2)c(Cl)cc1OCC(=O)O (configuration not stated)	1.12	0.0	3.1	1.01	-12.4	-6.4	-2.4	1.0	-1.4
O=C(CCc1nc(-c2ccccc2)no1)NC1CCCCC1	0.857	-3.4	3.8	1.04	14.3	15.0	-0.3	1.1	-3.7
O=C(O)/C=C/c1ccc(S(=O)(=O)Nc2ccc(C(=O)NCC(=O)O)cc2)cc1	0.969	-4.2	11.1	1.08	3.1	-3.3	21.0	2.6	-7.8
COc1ccc2c(C(=O)c3ccc(C)cc3)n(Cc3ccc(C(N)=O)cc3)[n+]([O-])c2c1	0.939	0.7	-1.5	0.995	6.1	-7.2	-3.8	0.7	0.5
CN1CCc2c(C#N)c(N3CCOCC3)nc(NCC3CCCO3)c2C1 (configuration not stated)	1.17	0.3	-4.4	0.907	-17.3	-11.7	-11.2	1.4	9.3
O=C(OCCN1C(=O)c2ccccc2C1=O)C1CCN(S(=O)(=O)c2cccs2)CC1	0.915	2.3	0.7	1.05	8.5	-9.9	-3.1	-1.3	-5.0
CCOC(=O)C1CCCN(C(=O)c2ccc(C)c([N+](=O)[O-])c2)C1 (configuration not stated)	1.01	-1.4	1.1	1.01	-1.1	7.1	1.8	-0.3	-1.1
COc1ccc(NC(C)=O)cc1S(=O)(=O)Nc1cccc(S(=O)(=O)NC2=NCCC2)c1	0.945	1.0	1.7	0.928	5.5	-10.1	1.3	-2.5	7.2
CC(C)c1ccccc1OCCNS(C)(=O)=O	0.976	-0.7	-2.1	0.93	2.4	-10.6	-4.3	-4.7	7.0

2 of these compounds in another layout.
CC(C)c1ccccc1OCCNS(C)(=O)=O
- hIAP act = 0.976
- beta cell repl = -0.7
- APOBEC3A inh = -2.1
- mIAP activ = 0.93
- hIAP block = 2.4
- ATG4B inhibitor = -10.6
- A3G deaminase = -4.3
- MPTP block = -4.7
- mIAP block = 7.0
COc1ccc(NC(C)=O)cc1S(=O)(=O)Nc1cccc(S(=O)(=O)NC2=NCCC2)c1
- hIAP act = 0.945
- beta cell repl = 1.0
- APOBEC3A inh = 1.7
- mIAP activ = 0.928
- hIAP block = 5.5
- ATG4B inhibitor = -10.1
- A3G deaminase = 1.3
- MPTP block = -2.5
- mIAP block = 7.2

Additional results
SMILES	hIAP act	beta cell repl	APOBEC3A inh	mIAP activ	hIAP block	ATG4B inhibitor	A3G deaminase	MPTP block	mIAP block
CCOC(=O)c1c(C)[nH]c(C(=O)COC(=O)[C@H](C)NC(=O)c2ccccc2Cl)c1C	1.15	0.0	-3.7	0.99	-15.2	-8.8	-12.1	1.2	1.0
CCc1ccc2nc3sc(C(=O)Nc4nnc(CC)s4)c(N)c3cc2c1	0.965	-4.6	-4.6	0.927	3.5	38.2	-0.8	8.9	7.3
CC1CCCC(NC(=O)CCC(=O)N2CCOc3ccccc32)C1C (configuration not stated)	1.15	-2.2	-4.0	1.01	-15.0	4.7	-6.8	-0.2	-0.9
CN(C)S(=O)(=O)c1ccc(NC(=O)CSc2nc3ccccc3n2-c2ccccc2)cc1	1.2	-2.8	-5.7	1.08	-19.9	-11.8	-7.4	-15.8	-7.7
CC(=O)Nc1ccc(Sc2ncccc2C(=O)Nc2cc(Cl)cc(Cl)c2)cn1	0.956	-1.6	0.2	1.05	4.4	2.2	-5.2	1.0	-4.6
Cc1cccc(Nc2ccccc2C(=O)OCC(=O)N(C)C2CCS(=O)(=O)C2)c1C (configuration not stated)	0.728	0.2	0.3	0.995	27.2	-11.8	-4.4	0.3	0.5
NC(=O)C(=O)NCCCN1CCOCC1	1.02	-4.0	-1.3	0.983	-2.0	-7.7	-7.0	-5.4	1.7
CCc1cc(C(=O)NNC(=S)NC2CCCCC2)cs1	1.89	0.7	-4.9	0.964	-88.8	-7.4	-9.2	-1.8	3.6
CCOc1cc(C2C(C#N)=C(N)Oc3n[nH]c(C)c32)ccc1OCCN1CCOCC1 (configuration not stated)	1.01	2.8	14.0	0.97	-0.9	-6.7	-2.1	2.4	3.0
O=C(NNC(=S)NCc1ccco1)c1ccc(S(=O)(=O)N2CCOCC2)cc1	1.62	0.3	1.3	0.815	-62.4	-7.5	-2.0	0.4	18.5
CCOC(=O)N1CCN(C(=O)CSC2=NS(=O)(=O)c3cc(Cl)ccc3N2)CC1	0.959	-0.6	0.9	1.06	4.1	10.2	-9.2	-1.1	-6.4
CC/C(=N\NC(=O)CSCc1ccccc1Br)c1ccc2c(c1)OCCO2	0.989	2.0	-5.5	1.06	1.1	-0.1	-5.1	6.2	-6.4
Cc1ccc2nc(-c3ccccc3)c(CN3CCSCC3)n2c1	0.936	1.4	0.5	0.989	6.4	5.5	-2.7	0.4	1.1
NS(=O)(=O)c1ccc(NC(=O)c2cc(Cl)sc2Cl)cc1	0.998	-0.4	-7.1	0.916	0.2	-1.6	-5.8	0.6	8.4
N#Cc1nc(Cc2ccccc2)oc1NCc1ccccc1Cl	1.19	-1.3	-2.6	1.23	-18.5	20.0	-3.2	1.0	-23.0
CCn1c(SCC(=O)NC)nnc1C(C)C	1.06	0.0	4.3	0.923	-6.0	-6.0	-5.4	-1.9	7.7
COc1cc(C2Nc3cccc4cccc(c34)N2)ccc1OC(C)=O	1.03	-6.3	6.1	1.05	-2.7	-13.4	7.5	1.3	-5.0
O=C(NCCc1ccccc1)C(=O)N/N=C/c1ccc2c(c1)OCO2	0.942	2.6	2.7	1.03	5.8	9.9	2.6	1.6	-2.7
CC(=O)O[C@H]1C(=O)[C@]2(C)[C@H]([C@H](OC(=O)c3ccccc3)[C@]3(O)C[C@H](OC(=O)[C@H](O)[C@@H](NC(=O)c4ccccc4)c4ccccc4)C(C)=C1C3(C)C)[C@]1(OC(C)=O)CO[C@@H]1C[C@@H]2O	1.25	-6.5	0.9	1.53	-25.4	6.6	-6.0	0.2	-52.6
Cc1cc(C(=O)COc2ccc3ccc(=O)oc3c2)c(C)n1Cc1cccs1	0.942	-1.3	-0.5	0.88	5.8	-2.7	-3.7	1.8	12.0
Cc1ccc(NC(=O)c2ccccc2NS(=O)(=O)c2ccc(Cl)s2)cc1S(=O)(=O)N1CCOCC1	0.99	0.0	2.7	0.959	1.0	0.2	0.1	98.9*	4.1
Cc1ccc(NC(=O)C2C3CCC(O3)C2C(=O)O)cc1C (configuration not stated)	0.961	-2.5	-5.2	1.02	3.9	0.5	-11.3	0.3	-2.5
O=[N+]([O-])c1cc(/C=N\Nc2nc(-c3ccccc3)cs2)ccc1O	0.716	-1.1	0.8	0.671	28.4	4.9	-3.3	2.4	32.9
CC#CC(=O)N1CCC(Oc2cccc(C(=O)NCc3ccccn3)c2)CC1	1	1.3	-2.4	0.983	0.0	-2.1	-5.2	-1.7	1.7
CCN(CC)C(=O)CN1C(=O)COCC1=O	0.971	-2.1	2.5	0.981	2.9	-4.1	3.1	-2.5	1.9
CC(OC(=O)c1ncc(Cl)c(Cl)c1Cl)C(=O)NC1CCCCC1C (configuration not stated)	1.05	-5.8	2.4	1.01	-5.4	3.0	-8.0	-0.8	-0.8
O=C(CN(C(=O)CSc1nnc(COc2ccccc2)o1)c1ccc(F)cc1)NC1CCCCC1	0.721	-1.8	4.3	0.919	27.9	-13.5	-7.5	0.1	8.1
C[C@H](NC(=O)c1nc[nH]c1C(=O)N[C@@H](Cc1ccccc1)C(=O)OC(C)(C)C)C(=O)OC(C)(C)C	1.4	-6.5	-1.1	0.996	-40.3	-20.0	-6.8	1.4	0.4
CCN(CC)S(=O)(=O)c1ccc(NC(=O)CSc2ncnc3ccccc23)cc1	0.814	0.0	0.3	0.917	18.6	15.2	-1.9	1.5	8.3
COc1ccc(C2=NOC(C(=O)NCc3cccnc3)C2)cc1OC (configuration not stated)	0.972	-2.5	-0.7	1	2.8	-8.1	-4.8	0.1	-0.5
O=C(COc1ccccc1)NC(=S)Nc1cccc2cc(O)ccc12	1.14	-2.1	-4.6	0.978	-14.4	-12.2	-10.0	2.8	2.2
O=C(COc1cc2oc(=O)c3c(c2cc1Cl)CCC3)NCCN1CCOCC1	1.41	-2.9	0.7	0.951	-41.4	-0.3	-4.3	-1.4	4.9
Clc1nnc(Cl)c2c1ncn2Cc1ccccc1	0.938	4.8	-2.5	0.964	6.2	-3.3	-8.0	0.5	3.6
C/C(=N/Oc1nc(C)cc(C)n1)c1ccc(Cl)cc1Cl	0.904	0.5	1.2	0.961	9.6	-8.0	-1.5	-0.9	3.9
CC1(C)CC(N2CCN(Cc3ccccc3)CC2)=CC(=[N+]2CCCCC2)C1	1.15	-6.2	32.2	0.993	-15.2	7.1	14.9	4.2	0.7
NC(=O)C1=C[C@H](c2coc3ccccc3c2=O)C[C@H](OCc2ccc(CO)cc2)O1	1.06	-2.3	-3.1	0.979	-6.2	2.2	-6.6	-1.2	2.1
Cc1ccc(NC(=O)c2cnccn2)cc1S(=O)(=O)N(C)C	1.12	-0.2	2.8	0.936	-12.5	1.7	-0.1	-1.1	6.4
CCOc1ccc(NS(=O)(=O)c2coc(C(N)=O)c2)cc1	1.07	0.3	-3.2	1.09	-6.7	-8.4	-11.0	-1.0	-9.2
Cc1ccc(CNC(=O)COC(=O)c2ccc(S(=O)(=O)N(C)C)cc2)cc1	1.03	-0.6	4.7	0.995	-3.4	-1.6	-9.8	-0.5	0.5
Cc1ccc(S(=O)(=O)NC(=O)c2cc(C)n(CCCn3ccnc3)c2C)cc1	1.04	-0.6	-0.9	1.04	-4.2	-3.1	-1.8	-12.1	-3.8
Cc1ccc(OCC(=O)Nc2ccc(S(=O)(=O)N3CCN(C)CC3)cc2)cc1	0.959	0.3	2.7	0.976	4.1	1.1	-4.0	-0.7	2.4
COc1ccc(NC(=O)NCCCN2CCN(c3cc(C)ccc3C)CC2)cc1	1.02	-2.8	1.7	1.52	-2.1	-9.2	0.9	82.5*	-51.9
COc1ccc(C(=O)OCC(=O)C(C)(C)C)cc1S(=O)(=O)N(C)CCc1cccnc1	0.96	-0.9	-4.7	1	4.0	12.6	-4.9	0.2	-0.5
CCOC(=O)Cn1cnc2scc(-c3ccc(C)c(C)c3)c2c1=O	1.06	0.6	-0.7	1.1	-6.3	-10.6	-8.6	0.4	-9.6
Cc1cc2oc(C(=O)NC3CCS(=O)(=O)C3)cc(=O)c2cc1C (configuration not stated)	0.991	2.4	-4.5	1	0.9	-3.3	-2.8	-3.0	-0.3
O=C(Nc1cccc2oc(=O)ccc12)c1ccc([N+](=O)[O-])cc1[N+](=O)[O-]	0.889	-4.6	2.9	1.02	11.1	-3.2	0.9	1.2	-1.8
Cc1ccc(-c2nnc(-c3ccc(NC(=O)Cc4cccs4)cc3)o2)cc1	0.877	-4.1	4.3	0.942	12.3	9.4	-0.9	4.2	5.8

Reprinted at random: 2 records from the list
SMILES	hIAP act	beta cell repl	APOBEC3A inh	mIAP activ	hIAP block	ATG4B inhibitor	A3G deaminase	MPTP block	mIAP block
Cc1ccc(S(=O)(=O)NC(=O)c2cc(C)n(CCCn3ccnc3)c2C)cc1	1.04	-0.6	-0.9	1.04	-4.2	-3.1	-1.8	-12.1	-3.8
Cc1ccc(NC(=O)c2cnccn2)cc1S(=O)(=O)N(C)C	1.12	-0.2	2.8	0.936	-12.5	1.7	-0.1	-1.1	6.4
